TrxR1 inh = rat TrxR1 inhibition; Potency, µM (doses to about 114 µM), inactives show top-dose activity change, negative = inhibition, actives largely listed as inhibitors; recombinant rTrxR1, NADPH fluorescence consumption, selenite substrate; 1% of 390,000 active; AID 588453; note: % is set by controls: 0 for no effect and ±100 for the full control effect; nearly all actives have a fitted effect of over 65% in size
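Rat TrxR1 (90 nM in the dispensed reagent) was pre-reduced with 400 uM NADPH for 5 min at room temperature, then incubated with compound for 15 min. After 400 uM selenite was added, NADPH fluorescence (Ex 340/Em 450 nm) was followed for 8 min.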
Vif-APOBEC3G blk = inhibitors of Vif-APOBEC3G interaction. Q9HC16. Potency, µM (doses to about 46.1 µM), inactives show at the top dose activity, negative = active, usual class: inhibitors. HeLa A3G-eYFP + Vif (tagged APOBEC3G with the HIV-1 protein that degrades it), YFP fluorescence, overnight. AID 602310. 0.076% of 410,000 active;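 note: % is set by controls: 0 for no effect and ±100 for the full control effect; nearly all actives have a fitted effect of over 60% in size; hits raise eYFP signal because A3G escapes Vif-driven loss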
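HeLa cells stably expressing Vif and C-terminally eYFP-tagged A3G, seeded overnight at 37 deg C, then exposed to compound by pintool overnight at 37 deg C. Rise in yellow fluorescence (Ex 488/Em 500-530, Acumen) marks blocked Vif-driven A3G degradation.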
mIDH1 inhibitor = human IDH1 R132H inhibition; IDH1-R132H enzyme, NADPH consumption, diaphorase/resazurin fluorescence; Potency, µM (highest dose often 76.6 µM), for inactives: top-dose activity change, negative = inhibition, hits mostly inhibitors; 0.093% of 390,000 active; note: % is set by controls: 0 for no effect and ±100 for the full control effect; nearly all actives have a fitted effect of over 65% in size
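IDH1-R132H (0.5 ug/mL) preincubated 30 min with compound, then NADPH (0.016 mM) and alpha-KG (2 mM) added; 80 min at RT, pH 7.5. Remaining NADPH coupled via diaphorase/resazurin to fluorescence (540/590 nm); concentration-response curves normalized to no-enzyme control.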
USP1-UAF1 inh = blocks the human USP1/UAF1 deubiquitinase complex; recombinant USP1/UAF1, Ub-Rhodamine cleavage fluorescence; 0.23% of 390,000 active; O94782; Potency, µM (top dose mostly 57.1 µM), inactives show at the top dose activity change, negative = inhibition, most hits filed as inhibitors; note: % is set by controls: 0 for no effect and ±100 for the full control effect; nearly all actives have a fitted effect of over 60% in size; inactives centre near -12
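Step one: compound is pinned into 1nM USP1/UAF1 in HEPES pH 7.8 buffer with TCEP. Step two: 15 min room-temperature incubation. Step three: Ub-Rho (150nM final) starts cleavage, tracked by fluorescence over six one-minute reads.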
12-LOX inh = ALOX12 (human) lipoxygenase inhibition; AID 1671190; P18054; 1.1% of 580,000 active; Potency, µM (titrated, usually from 108 µM), inactives show at the highest dose activity change, negative = inhibition, usual class: inhibitors; purified 12hLO, xylenol orange hydroperoxide absorbance; note: % is set by controls: 0 for no effect and ±100 for the full control effect
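Purified human 12hLO (150 nM final) in 25 mM Hepes, 0.01% Triton X-100, pH 7.0 was preincubated 15 min at room temperature with compound. Then 40 uM arachidonic acid was added, 30 min. Hydroperoxide was read by Fe-XO absorbance ratio 573/405 nm.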
RXFP1 agonist = activates the human relaxin receptor RXFP1; Q9HBX9; HEK293T-RXFP1 cAMP TR-FRET, 30 min; response scale: percent of porcine relaxin response, buffer zero; Potency, µM (series often up to 57.5 µM), inactives show at the top dose activation, most hits filed as activators; 0.3% of 370,000 active; note: % is set by controls: 0 for no effect and ±100 for the full control effect; nearly all actives have a fitted effect of over 60% in size; many of its hits are not listed in these tables
Target sequence (Q9HBX9 whole entry, looked up): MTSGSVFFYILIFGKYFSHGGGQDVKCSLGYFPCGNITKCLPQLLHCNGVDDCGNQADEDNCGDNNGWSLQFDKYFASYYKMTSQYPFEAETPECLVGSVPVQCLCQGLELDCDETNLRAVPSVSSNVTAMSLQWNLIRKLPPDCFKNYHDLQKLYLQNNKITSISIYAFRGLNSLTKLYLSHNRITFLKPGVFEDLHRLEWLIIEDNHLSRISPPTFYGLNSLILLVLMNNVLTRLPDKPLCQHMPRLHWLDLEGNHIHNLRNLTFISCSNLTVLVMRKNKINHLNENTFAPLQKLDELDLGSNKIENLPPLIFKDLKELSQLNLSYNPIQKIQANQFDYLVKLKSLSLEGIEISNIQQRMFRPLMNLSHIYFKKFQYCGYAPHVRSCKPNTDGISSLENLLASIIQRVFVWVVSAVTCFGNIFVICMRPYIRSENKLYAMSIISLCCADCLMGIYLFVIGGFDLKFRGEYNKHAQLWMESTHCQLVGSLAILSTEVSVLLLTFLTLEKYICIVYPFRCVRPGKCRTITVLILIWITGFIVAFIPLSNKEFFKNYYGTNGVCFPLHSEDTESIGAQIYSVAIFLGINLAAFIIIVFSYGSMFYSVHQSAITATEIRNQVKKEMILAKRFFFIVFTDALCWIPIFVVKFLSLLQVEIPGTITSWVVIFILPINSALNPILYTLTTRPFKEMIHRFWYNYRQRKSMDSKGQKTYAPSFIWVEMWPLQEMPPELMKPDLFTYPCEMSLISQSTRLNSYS
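HEK293T cells stably expressing RXFP1 were pretreated with the PDE4 inhibitor Ro 20174, exposed to compounds for 30 min at 37C, lysed, and cAMP was read by TR-FRET. Data normalized to buffer (basal) and 29 nM porcine relaxin (100%).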
TrxR1 substrate = is turned over as a substrate by rat TrxR1 | O89049 | purified TrxR1 substrate turnover, NADPH consumption readout | Potency, µM (top dose mostly 114 µM), inactives show at the highest dose activity change, negative = substrate turnover | 0.01% of 390,000 active; note: % is set by controls: 0 for no effect and ±100 for the full control effect; nearly all actives have a fitted effect of over 50% in size
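Rat TrxR1, dispensed at 90 nM, was prereduced with 400 uM NADPH (final) for 5 min at ~22 deg C, then incubated with compound 15 min before 400 uM selenite. A first-read NADPH fluorescence drop versus no-compound background flagged substrates.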
Vif-APOBEC3F blk = inhibitors of Vif-A3F interaction. HeLa A3F-eYFP + Vif (tagged APOBEC3F with the HIV-1 protein that degrades it), YFP fluorescence increase. Potency, µM (series often up to 46.1 µM), for the others: at the top dose activity, negative = active. 0.2% of 390,000 active; note: % of control where 0% means no effect; nearly all actives have a fitted effect of over 65% in size
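HeLa cells stably expressing Vif plus C-terminally eYFP-tagged A3F were seeded, incubated overnight at 37 deg C, dosed with compound, incubated overnight again at 37 deg C. Yellow fluorescence (Ex 488/Em 500-530) reported blocked Vif-mediated A3F-eYFP degradation.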
RGS4 inh = human RGS4 inhibition; Transcreener GDP fluorescence polarization, RGS4-accelerated GTP hydrolysis; Potency, µM (highest dose often 114 µM), for the others: at the top dose activity change, negative = inhibition, most hits filed as inhibitors; AID 504845; 0.039% of 390,000 active; P49798; note: % is set by controls: 0 for no effect and ±100 for the full control effect; nearly all actives have a fitted effect of over 75% in size; some results filed as inactive show a strong effect at the top dose
Target sequence (P49798 whole entry, looked up): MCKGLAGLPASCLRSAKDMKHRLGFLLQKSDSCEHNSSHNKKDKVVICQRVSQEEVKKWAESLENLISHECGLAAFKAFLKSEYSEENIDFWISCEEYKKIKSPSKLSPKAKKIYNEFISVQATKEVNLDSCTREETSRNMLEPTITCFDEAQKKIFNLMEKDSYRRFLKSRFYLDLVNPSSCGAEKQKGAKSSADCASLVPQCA
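MLSMR compounds (23 nl, pin-transferred) preincubated 10 min at room temperature with a 500nM (2x) first reagent, then RGS4 at 900nM (2x) plus Transcreener GDP mix added; fluorescence polarization (620/688 nm) read before and after 90 min at 30 °C.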
* = called active by the depositor; ? = inconclusive; · = no result given; & = joins results of further samples; [ ] = remark or other dose. Calls come from the whole dose curve; as a rule, active = well fitted curve in the direction sought with a large enough effect; inconclusive = small, poorly fitted or top-dose-only effect, or another doubt; inactive = no such curve, though single readings can be large; an effect the other way counts as inactive or inconclusive. Potency is the fitted concentration of half-maximal effect.

Structure,TrxR1 inh,Vif-APOBEC3G blk,mIDH1 inhibitor,USP1-UAF1 inh,12-LOX inh,RXFP1 agonist,TrxR1 substrate,Vif-APOBEC3F blk,RGS4 inh
O=C(CCC1CCCCC1)Nc1ccccc1O,-5%,-6%,6%,-12%,0%,2.4%,-10%,7%,15%
COc1cccc(/C=C/C(=O)OCC(=O)Nc2cccc(S(=O)(=O)N(C)C)c2)c1,-6%[57.1 µM],-1%,0%,-5%,-3%,1.1%,7%[57.1 µM],-2%,5%
COC(=O)c1ccc([C@H](NC(=O)c2ccco2)[C@]2(C)C[C@H]2C2CCCCC2)cc1,24%,-4%,6%,-23%,?,·,5%,-5%,-1%
COc1cc(C2/C(=C(\O)c3ccc4c(c3)CC(C)O4)C(=O)C(=O)N2c2nnc(C)s2)cc(OC)c1OC (stereo not given),-13%[57.1 µM],-2%,-9%,-3%,-23%,?,-6%[57.1 µM],-5%,-54%[56.9 µM]
CC(C)Sc1nc(C(F)(F)F)cc(=O)n1-c1ccccc1,-2%,-9%,3%,-24%,0%,-1.7%,-3%,-11%,-7%
CC(=O)Nc1ccc(C(=O)CSc2nnc(Cn3nnc4ccccc43)n2C)cc1,-30%,0%,0%,-1%,-1%[57.4 µM],4.9%,-4%,0%,-28%
O=C(CSCCc1ccccn1)Nc1ccc(Br)cn1,18%,-1%,0%,-13%,20%,1.2%,5%,0%,13%
COc1ccc2c(Sc3ccc(C)cc3)c(C(=O)NCCc3ccccc3)[nH]c2c1,11%,1%,3%,-13%,-11%,1.1%,5%,-5%,-1%
Cc1cc(C)c2c(=O)[nH]c(SCC(=O)Nc3ccc(N(C)C)cc3)nc2n1,21%,0%,9%,-17%,-23%,-2.4%,13%,1%,-4%
O=C(O)c1cc(-c2cccs2)nn1-c1ccccc1,2%,-1%,-5%,-6%,-12%,18%,-1%,-2%,19%
CN(CC(=O)Nc1ccc(C#N)cc1)Cc1ccc(Cl)c(Cl)c1,-2%,-10%,1%,-9%,-26%,-2.6%,-12%,3%,31%
COc1cc([C@@H]2c3cc4c(cc3[C@@H](O[C@@H]3O[C@@H]5CO[C@@H](C)O[C@H]5[C@H](O)[C@H]3O)[C@H]3COC(=O)[C@H]23)OCO4)cc(OC)c1O,9%,-2%,6%,-16%,-3%,·,1%,-1%,7%
S=C(NCCc1ccccc1)N/N=C/c1cccc(Cl)c1Cl,-12%,1%,3%,-19%,50µM*,-0.8%,7%[0.457 µM],-3%,-14%
O=C(Nc1ccc(Br)cc1)c1ccc(N2C(=O)C3CC=C(Cl)CC3C2=O)cc1 (stereo not given),27%[57.1 µM],1%,-5%,-2%,0%,0.7%,13%[57.1 µM],0%,-11%
CCOc1ccc(OCC)c(S(=O)(=O)n2ccnc2C)c1,1%,1%,-4%,-7%,0%,-0.4%,-5%,-11%,14%
CCCc1cc(=O)[nH]c(SCC(=O)c2ccc3c(c2)NC(=O)CO3)n1,29%,-4%,0%,-2%,-23%,-7.0%,16%[0.0914 µM],1%,-8%
CCOc1ccc(NC2=CC(=O)CCC2)cc1,-9%,2%,0%,-5%,-14%,-3.3%,-10%,-3%,10%[56.9 µM]
Cc1cc(C)nc(NS(=O)(=O)c2ccc(N/C=C/C(=O)c3ccc(Cl)cc3)cc2)n1,7%,-3%,-3%,-12%,?,0.4%,6%,-22%,-23%
Cc1ccc(S(=O)(=O)N(C)C[C@H]2Oc3cc(C#Cc4ccccc4)ccc3S(=O)(=O)N([C@H](C)CO)C[C@@H]2C)cc1,·,-2%,0%,-21%,8%,·,·,-13%,·
Cc1ccccc1NC(=O)/C(C#N)=C\c1cn(CC(=O)O)c2ccccc12,5%[57.1 µM],-1%,-11%,-16%,-17%,2.7%,-3%[57.1 µM],-1%,12%
COc1cc(NS(=O)(=O)c2cc3c(cc2C)n(C)c(=O)c(=O)n3C)cc(OC)c1,11%,2%,18%,?,-26%,8.4%,-6%,-2%,19%
Nc1ccc(O)cc1C(=O)OCC(=O)c1ccc(C2CCCCC2)cc1,2%,-9%,4%,-25%,11µM*,0.8%,6%,12%,-10%
Cc1ccc(NC(=O)CCNS(=O)(=O)c2ccccc2)cc1S(=O)(=O)N1CCOCC1,-7%,-2%,4%,-15%,-6%,0.4%,-4%,9%,-13%
CCN(CCO)C(=O)C(c1ccccc1)c1ccccc1,1%[57.1 µM],0%,0%,-14%,-12%,1.9%,6%[57.1 µM],-1%,16%
COc1ccc(CCN(C)C/C=C/c2ccccc2[N+](=O)[O-])cc1OC,13%,1%,4%,-14%,0.89µM*,-1.3%,4%,1%,-27%
COc1cc(OC)c(NC(=O)C2CCCN(c3ncnc4c3nc3n4CCCCC3)C2)cc1Cl (stereo not given),13%,-3%,11%,?,-15%,0.8%,-6%,-1%,15%
COc1ccc(-c2onc(C)c2C)cc1S(=O)(=O)NCc1ccc(C)o1,6%[57.1 µM],?,-4%,14%,-14%,1.0%,0%[57.1 µM],-7%,-9%
CCCN1CCC(=NNc2ccc(S(N)(=O)=O)cc2[N+](=O)[O-])CC1,1%[57.1 µM],0%,12%,-3%,17%,5.8%,-14%,5%,-8%
CN(C)CCNC(=O)c1c(CSc2ccccc2)noc1C(=O)NCc1ccccc1,-2%[57.1 µM],0%,-6%,-24%,2%,1.3%,2%[57.1 µM],-5%,3%
CCCc1cc(=O)[nH]c(SCC(=O)N(CCC#N)c2ccc3c(c2)OCCO3)n1,-6%,-5%,-2%,-4%,-11%,2.3%,-9%,-3%,30%
CCCCn1cnc2c(SCc3ccccc3F)nc(N)nc21,-14%,1%,8%,-10%,?,·,-9%,9%,-14%
COc1ccc(CN(C)C(=O)c2ccc(OCC(=O)Nc3cccc(C(F)(F)F)c3)c(OC)c2)cc1,·,7%,6%,?,0%,·,·,-5%,·
Cc1ccc(S(=O)(=O)N2CCN(C(=O)c3ccc(COc4ccccc4)o3)CC2)cc1,12%,2%,0%,-13%,-1%,1.4%,-1%,-13%,5%
O=c1c2[nH]c3ccccc3c2ncn1CCCn1ccnc1,-3%,0%,8%,-11%,0%,0.1%,22%,-11%,9%
Cn1c(SCC(=O)NC2CC2)nnc1-c1ccc(Cl)cc1,11%,0%,1%,-7%,14%&20%,0.9%,-1%,5%,10%
Cc1ccccc1OCc1nc2ccccc2c(=O)n1NC(=O)c1ccco1,11%[57.1 µM],-4%,2%,-4%,-14%,-0.4%,-6%,1%,-8%
CCOc1ccc(CN(C(=O)c2ccccn2)c2ccc(OC)c(Cl)c2)cc1,21%[57.1 µM],?,-5%,-20%,-1%,2.6%,5%[57.1 µM],3%,-14%
Cc1cccc(CN2CCC(Oc3ccc(C(=O)N4CCCCC4)cc3)CC2)c1,-14%,5%,-6%,-18%,0%,-2.1%,-12%,1%,-2%
CCOc1ccc(S(=O)(=O)N(CC)CC)cc1N,38%[activator],2%,-1%,0%,-7%,1.0%,5%,-2%,-4%[56.9 µM]
Cc1ccc(C(=O)N2CCCC(Nc3ccc(C(C)C)cc3)C2)cn1 (stereo not given),24%[57.1 µM],1%,0%,-6%,-22%,-0.8%,1%[57.1 µM],-7%,-20%[56.9 µM]
Cn1cc(CN2CCCC(C(=O)Nc3cccc(-n4cccn4)c3)C2)cn1 (stereo not given),15%,0%,-7%,-16%,6%,2.0%,4%,-1%,-3%
COc1ccc(C2(NC(C)=O)CCN(C(=O)CCC(=O)O)CC2)cc1,-14%,-1%,-8%,-21%,0%,0.3%,4%,-2%,-28%
COCC1CCCCN1C(=O)c1cccc(OC2CCN(S(C)(=O)=O)CC2)c1 (stereo not given),27%,1%,0%,-2%,10%,0.6%,1%,0%,27%
CC1=Nc2cc(C(=O)NC3CCCC3)ccc2Sc2ccc(C)cc21,14%,?,-3%,-15%,-20%,-1.4%,-3%,-11%,17%
Fc1ccc(-c2noc3ncnc(NCc4cccc(Cl)c4)c23)cc1,18%,-1%,-26%,-8%,-17%,-0.9%,11%,-1%,-14%
O=C(Cc1ccccc1F)OCC(=O)N1CCN(C(=O)c2ccco2)CC1,24%[57.1 µM],0%,15%,-12%,-1%,-2.0%,1%[57.1 µM],5%,-10%
O=S(=O)(c1cc(Cl)ccc1Cl)N1CCNCC1,-7%[57.1 µM],1%,2%,-2%,0%,1.5%,-1%[57.1 µM],-7%,19%
CCSc1nnc(-c2ccncc2)n1Cc1ccccc1,13%,3%,8%,-6%,24%,0.2%,3%,14%,21%
Cc1ccc(NC(=O)c2sc3ncn(Cc4cccc(F)c4)c(=O)c3c2C)c(Br)c1,14%[57.1 µM],-1%,7%,-8%,-4%,8.4%,-1%[57.1 µM],-7%,-25%
COc1cc(OC)c(OC)cc1CNC(=O)c1cc(=O)c2ccccc2o1,18%[57.1 µM],0%,2%,-12%,-5%,2.0%,8%[57.1 µM],15%,6%
Cc1ccn2cc(CNS(=O)(=O)c3cccs3)nc2c1,-2%,-10%,9%,-13%,-2%,0.0%,3%,-5%,-3%

Some of the compounds tested (hit frequency here may not be typical).
